KLF5 inh = suppresses KLF5 promoter-driven expression; DLD-1 KLF5 promoter-luciferase reporter, luminescence; 290,000 compounds, 0.23% hits; inhibition, % at 5 µM; AID 1700;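 active = inhibition above a per-plate limit of that plate's mean compound inhibition plus 3 SD, cut at about 60% in these data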;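 also: 0% = DMSO wells and 100% = LY294002 at 200 µM; higher means less KLF5 promoter-driven luciferase light; inactives centre near -14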
aSyn 5UTR inh = 5' untranslated region of α-synuclein, MLPCN primary screen; alpha-synuclein 5'UTR reporter, inhibitor activity; inhibition, % (tested at 7.5 µM); 300,000 compounds, 0.82% hits; in the data active = inhibition above about 60%; inconclusive = no clear call, values can overlap the other calls;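 also: H4 neuroglioblastoma cells stably carrying SNCA 5'UTR luciferase fusion; 0% = DMSO wells and 100% = positive control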
TRPC6 inh = mouse TRPC6 channel inhibition; Q61143; HEK293-TRPC6, membrane potential dye, ACh-evoked depolarization; hits give low values; B-score at 10 µM; 310,000 compounds, 1.1% hits; AID 2553;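 active = B-score under library mean minus 3 SD, initial fluorescence not abnormally high, positive integrated signal ratio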;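 also: B-score derived from integrated fluorescence ratio over the kinetic read; more negative B-score means stronger inhibition of depolarization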
Target sequence (Q61143 whole entry, looked up): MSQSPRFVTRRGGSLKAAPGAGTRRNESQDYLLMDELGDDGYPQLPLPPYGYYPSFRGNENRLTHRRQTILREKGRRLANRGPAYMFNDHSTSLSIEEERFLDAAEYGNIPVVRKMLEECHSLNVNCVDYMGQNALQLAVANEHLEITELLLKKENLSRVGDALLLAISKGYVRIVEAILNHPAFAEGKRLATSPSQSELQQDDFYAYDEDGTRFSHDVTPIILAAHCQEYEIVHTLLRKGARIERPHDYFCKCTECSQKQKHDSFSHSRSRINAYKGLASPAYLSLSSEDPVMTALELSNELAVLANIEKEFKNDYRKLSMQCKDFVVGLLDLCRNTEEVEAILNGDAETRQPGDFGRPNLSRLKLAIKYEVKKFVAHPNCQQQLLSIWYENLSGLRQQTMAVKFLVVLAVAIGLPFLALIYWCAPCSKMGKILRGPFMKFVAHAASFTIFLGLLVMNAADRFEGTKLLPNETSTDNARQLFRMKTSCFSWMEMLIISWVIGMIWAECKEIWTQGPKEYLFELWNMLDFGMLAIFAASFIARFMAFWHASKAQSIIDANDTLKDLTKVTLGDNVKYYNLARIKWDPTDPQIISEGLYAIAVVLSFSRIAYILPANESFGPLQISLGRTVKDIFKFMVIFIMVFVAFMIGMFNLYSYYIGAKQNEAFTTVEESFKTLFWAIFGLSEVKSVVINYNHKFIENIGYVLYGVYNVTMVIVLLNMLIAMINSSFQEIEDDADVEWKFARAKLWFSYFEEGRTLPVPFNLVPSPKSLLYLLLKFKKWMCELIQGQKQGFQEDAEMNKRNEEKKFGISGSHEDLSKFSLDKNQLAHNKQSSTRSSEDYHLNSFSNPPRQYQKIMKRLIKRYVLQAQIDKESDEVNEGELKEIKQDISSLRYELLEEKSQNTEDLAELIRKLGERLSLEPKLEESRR
IEC-6 tox = counter-screen for KLF5 inhibitors: cytotoxicity in IEC-6 cells | IEC-6 cytotoxicity, luminescence viability | inhibition, % at 5 µM | 290,000 compounds, 0.78% hits; in the data active = inhibition above about 22%;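 also: 0% = plate median of test compound wells and 100% = cytotoxic reference compound wells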
TRPC4 potent = allosteric potentiators of mouse TRPC4 channel; HEK293 TRPC4beta/mu-opioid, DAMGO EC20, Fluo-4 Ca2+ flux; hits give high values; B-score at 10 µM; 310,000 compounds, 0.42% hits;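 active = B-score of calcium response area above 5 SD of library B-scores, with initial fluorescence ratio within 5 SD of library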;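 also: B-score of integrated fluorescence ratio over time as area under calcium response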
TRPC4 inh = inhibitors of mouse TRPC4 channel | Q9QUQ5 | HEK293 TRPC4beta/mu-opioid, DAMGO-evoked Fluo4 calcium flux; hits give low values | B-score at 10 µM | 300,000 compounds, 0.39% hits | AID 2247;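 active = B-score over 3 SD under the library average, no early fluorescence shift, positive overall ratio signal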
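System: stable TRPC4beta/mu-opioid receptor HEK293 cells; Dosing: single-point compound dosing; Measured by: Fluo4 Ca2+ flux fluorescence; Read-out basis: per-well B score of integrated baseline-normalized Fluo4 ratio.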
SKKanGAS inh = SKKanGAS growth inhibition. S. pyogenes SKKanGAS, kanamycin growth, BacTiter-Glo, 6 h. 300,000 compounds, 1.3% hits. inhibition, % at 7.5 µM;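 active = mean replicate score, as percent of positive control median, at least 50; inconclusive = mean below 50 but one replicate at or above 50; inactive = mean and every replicate below 50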;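 also: strain carries kanamycin resistance gene driven by streptokinase promoter and grows in 40 µg/ml kanamycin; loss of luminescence reflects streptokinase promoter inhibition or plain growth inhibition; 0% = median of DMSO wells and 100% = positive control at its reference dose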
TRPC6 act = activates the mouse TRPC6 cation channel; Q61143; HEK293-TRPC6 membrane potential dye fluorescence; hits give high values; B-score at 10 µM; 310,000 compounds, 0.13% hits;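 active = B-score of the integrated fluorescence ratio above library mean plus 3 SD, and starting fluorescence ratio within library mean plus 5 SD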;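 also: higher score means more depolarization so channel activation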
MrgX1 antag = blocks BAM8-22 activation of human MrgX1 receptor; Q96LB2; MRGX1-HEK293 calcium flux, Fluo-4, BAM8-22 antagonism; hits give low values; B-score at 10 µM; 310,000 compounds, 1.3% hits; AID 588676;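 active = calcium-response B-score plate-corrected more than 3 library SD below zero, starting fluorescence within 5 deviations, no agonist response on first addition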;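 also: peak minus trough fluorescence over baseline after final BAM8-22 challenge near maximal dose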
TRPC4 act = TRPC4 (mouse) channel activation; HEK293 TRPC4beta/mu-opioid, Fluo4 calcium fluorescence; hits give high values; 310,000 compounds, 0.49% hits; B-score at 10 µM; Q9QUQ5;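 active = B-score above 5 SD of library B-scores, and initial fluorescence ratio not above library mean plus 5 SD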;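 also: positive B-score marks a calcium rise read as TRPC4 activation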
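Material: HEK293 stable line with TRPC4beta plus mu-opioid receptor; technique: Fluo4 calcium-sensitive dye fluorescence, kinetic, 1 Hz baseline; timing: Fluo4 dye loading 45 min at room temperature, 110 s recording; controls: assay buffer as low control, maximal DAMGO as high control; read-out: integrated baseline-normalised fluorescence ratio, converted to per-well B score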
HIF act = HIF pathway transcriptional activation. activation, % at 7.5 µM (by protocol). 300,000 compounds, 0.32% hits. U2OS HRE-luciferase reporter, luminescence; normalized: DMSO 0%, desferrioxamine 100%;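 active = mean activation of at least 10% of the iron chelator positive control signal, with at least half of replicates also reaching 10%; inconclusive = mean and replicate majority disagree about reaching 10%; inactive = mean and most replicates under 10%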
Starred values were filed as active, the others as inactive; i = inactive; ? = inconclusive; · = not tested or not shown. Compounds as they come. About 5.8% of those tested had a hit in this group.

SMILES	KLF5 inh	aSyn 5UTR inh	TRPC6 inh	IEC-6 tox	TRPC4 potent	TRPC4 inh	SKKanGAS inh	TRPC6 act	MrgX1 antag	TRPC4 act	HIF act
Cc1cc(NC(=O)c2cc([N+](=O)[O-])cc([N+](=O)[O-])c2)n(-c2ccccc2)n1	19.4	9.2	i	10.0	i	i	6.9	i	i	i	-0.2
O=C(COc1ccc([N+](=O)[O-])cc1)N1CCc2ccccc2C1	-27.4	-16.1	i	1.2	i	i	2.4	i	i	i	-0.8
COc1ccc(NC(=O)Cn2c(=O)cnc3ccccc32)cc1S(=O)(=O)N1CCCCC1	·	5.9	i	·	i	i	-4.6	i	i	i	-2.4
COc1ccc(OCc2cc(C(=O)NC(C)c3cnn(C)c3)no2)c(Cl)c1 (stereo not drawn)	-114.0	-105.7	i	-5.2	i	i	-5.3	i	i	i	4.4
O=C(NC1CCCC1)C1CCN(S(=O)(=O)c2ccccc2)CC1	-24.2	-11.2	i	-7.0	i	i	-4.7	i	i	i	-0.1
O=C(Cn1nc(Cc2cccnc2)c2ccccc2c1=O)NCc1ccc(F)cc1	-42.6	1.7	i	2.3	i	i	-2.1	i	i	i	0.0
CCC(=O)c1ccc(OC(=O)N2CCOCC2)cc1	-72.6	-69.6	i	-3.1	i	i	-1.2	i	i	i	3.2
COc1ccccc1C(=O)NC(=O)COC(=O)c1ccc(NC(=O)CC#N)cc1	·	4.5	i	·	i	i	13.4	i	i	i	0.9
CC(C)Nc1nc(NC(C)C)nc(Oc2ccc(=O)n(C)n2)n1	-25.6	-3.3	i	-4.1	i	i	-12.1	i	i	i	0.0
COc1ccc(S(=O)(=O)Nc2cc(SCC(=O)O)c(O)c3ccccc23)cc1	-81.5	7.0	i	19.9	i	i	3.4	i	i	i	3.8
CCCC(=Nc1ccc(N)cc1)C1=C(O)C(C(=O)OC)C(C)(C)CC1=O (stereo not drawn)	-30.2	-20.3	i	-10.2	i	i	7.4	i	i	i	-0.5
CC(=O)C1=C(C)N(Cc2ccccc2)C(=O)N[C@H]1c1cccs1	0.7	10.3	i	0.2	i	i	-1.1	i	i	i	-1.3
CCOC(=O)C1(Cc2ccccc2C(F)(F)F)CCN(C2CCC2)CC1	-12.3	8.9	i	6.9	i	i	11.9	i	i	i	-0.9
c1ccc(CSc2nnc(-c3ccco3)o2)cc1	-41.8	-96.6	i	1.5	i	i	0.8	i	i	i	?
O=C(NN1C(=O)/C(=C/c2cccnc2)SC1=S)C(c1ccccc1)c1ccccc1	10.4	12.4	i	10.6	i	i	-2.1	i	i	i	0.1
COCn1c(=O)c2c(nc(SC3=NCCS3)n2Cc2ccccc2C)n(COC)c1=O	13.2	22.9	i	2.8	i	i	-4.2	i	i	i	-0.7
COC(=O)c1nn(-c2ccccc2)nc1-c1nn(-c2ccccc2)nc1C(=O)OC	-49.5	-11.9	i	-2.9	i	i	6.6	i	i	i	0.0
COc1ccc(CNC(=O)C2(CC3CC(c4ccccc4)=NO3)CCN(C(=O)OC(C)(C)C)CC2)cc1 (stereo not drawn)	·	23.0	i	·	i	i	5.0	i	i	i	0.3
NC(=O)c1ccc(N2CCCCC2)c(N2C(=O)C3C4C=CC(C4)C3C2=O)c1 (stereo not drawn)	-19.3	-25.2	i	-5.2	i	i	2.8	i	i	i	0.3
OCCN1CCN(Cc2cc(Br)cc(Br)c2O)CC1	-20.8	21.9	i	0.2	i	i	-2.1	i	i	176*	0.1
CCc1cc(CNC(=O)c2ccc3nc(Cc4ccc(OC)c(OC)c4)oc3c2)on1	-10.3	-18.4	i	4.8	i	i	-5.6	i	i	i	0.1
O=c1c2ccccc2oc2cc(-c3ccc4[nH]ccc4c3)ccc12	·	-97.3	i	·	i	i	57.2*	i	i	i	6.4
COc1cccc(N2C(=O)CC(N3CCC(C(N)=O)(N4CCCCC4)CC3)C2=O)c1 (stereo not drawn)	-5.7	23.6	i	-0.3	i	i	-2.0	i	i	i	0.8
Cn1nnnc1NC(=O)c1ccccc1Cl	-9.6	0.0	i	2.1	i	i	-7.5	i	i	i	0.1
CCCCCN1C(C)=CC(=C(C#N)C#N)C=C1C	-13.5	16.6	i	-1.2	i	i	2.7	i	i	i	-0.2
SMILES	KLF5 inh	aSyn 5UTR inh	TRPC6 inh	IEC-6 tox	TRPC4 potent	TRPC4 inh	SKKanGAS inh	TRPC6 act	MrgX1 antag	TRPC4 act	HIF act
O=C(c1ccco1)N1CCN(c2ccc(F)cc2)CC1	-34.6	-79.2	i	4.8	i	i	-3.8	i	i	i	1.4
Cc1cc(C)n2nc[n+](C)c2n1	-43.7	10.1	i	-0.4	i	i	-3.0	i	i	i	-0.1
S=C(Cc1ccc(-c2ccccc2)cc1)N1CCOCC1	·	-0.5	i	·	i	i	-7.6	i	i	i	-1.9
O=[N+]([O-])c1ccc(NC(=S)N2CCOCC2)cc1	11.9	12.9	i	-1.9	i	i	2.2	i	i	i	-1.1
COc1ccc(S(=O)(=O)NCC(=O)N(CC(=O)NC(C)(C)C)Cc2cccs2)cc1	0.3	5.2	i	-3.2	i	i	·	i	i	i	-0.2
COc1ccc(Cl)cc1N(CC(=O)Nc1ccccc1C(=O)N1CCOCC1)S(C)(=O)=O	-43.7	2.7	i	-3.3	i	i	12.8	i	i	i	0.0
O=C(c1ccc(F)cc1)C1CCN(C(=O)c2c(F)cccc2F)CC1	-7.3	-4.5	i	7.1	i	i	9.6	i	i	i	-0.3
O=C(C1CCOCC1)N1CCCC(N2CCN(c3cccc(C(F)(F)F)c3)CC2)C1 (stereo not drawn)	-19.3	-0.8	i	2.5	i	i	0.0	i	i	i	0.2
CCCSc1ccc([C@@H]2[C@@H]3C(=O)N(C)C(=O)[C@@H]3[C@]3(C(=O)OC)CCCCN23)cc1OC	·	25.1	i	·	i	i	2.7	i	i	i	0.4
O=C(Nc1ccc(F)cc1)C1CCCN1S(=O)(=O)c1cccc2nsnc12 (stereo not drawn)	-4.7	-1.4	i	1.3	i	i	-9.7	i	i	i	-0.1
Cc1ccc(C(=O)OCC(=O)Nc2cc(S(=O)(=O)N3CCOCC3)ccc2C)cc1	-9.9	3.7	i	6.0	i	i	-6.6	i	i	i	-0.8
C=CCC(CC=C)(NC(=O)c1cccc(C)c1)c1ccccc1	-17.6	-25.9	i	-0.8	i	i	-1.8	i	i	i	-0.2
O=C(O)Cn1cnc2c(=S)nc[nH]c21	-2.6	-5.4	i	2.1	i	i	-4.9	i	i	i	1.6
COc1cccc(-c2cc(C(=O)NCCCN3CCOCC3)no2)c1	-17.4	-10.8	i	-10.5	i	i	25.4	i	i	i	-0.2
COc1ccc(-c2ccc(CCC(=O)O)n2-c2ccccc2OC)cc1	36.2	-45.3	i	40.7*	i	i	0.7	i	i	i	0.5
COc1ccc(-c2cc(-c3cc(C)ccc3O)[nH]n2)cc1	-60.1	-248.7	i	-3.4	i	i	?	i	i	i	4.0
COc1ccc(CC(=O)OCC(=O)Nc2ccc3c(c2)OCCO3)cc1OC	-11.4	20.8	i	1.4	i	i	-4.9	i	i	i	0.2
O=C(c1cccc([N+](=O)[O-])c1)N1CCN(c2n[nH]c(=O)[nH]c2=O)CC1	-20.9	-19.6	i	0.3	i	i	-7.2	i	i	i	0.4
COC(=O)N/N=C/c1cc(Cl)cc(Cl)c1OCc1ccc(F)cc1	-29.9	28.3	i	-2.1	i	i	7.7	i	i	i	-2.5
CCOc1cc(N2CCOCC2)c(OCC)cc1NC(=O)COC(=O)COc1ccc(C#N)cc1	-25.5	10.3	i	1.1	i	i	-0.6	i	-6.32*	i	0.0
Cc1cccc(C)c1NC(=O)c1cc(-c2ccccn2)nc2ccccc12	15.7	-10.7	i	3.1	i	i	-3.7	i	i	i	-0.3
COc1cccc(CC2(CO)CCCN(Cc3cn(C)c4ccccc34)C2)c1 (stereo not drawn)	-31.2	17.3	i	-0.3	i	i	-11.6	i	i	i	-0.3
CN(C)S(=O)(=O)c1ccc(N2CCCC2)c(C(=O)Nc2ccc(F)cc2F)c1	·	3.2	i	·	i	i	-0.4	i	i	i	0.2
O=C1CCC(C(=O)N2CCC(CO)(Cc3ccc(Cl)cc3)CC2)=NN1	12.7	-4.1	i	-5.6	i	i	1.3	i	i	i	-0.5
CC(c1ccon1)N(C)C(=O)CCc1nnc(CCCCc2ccccc2)o1 (stereo not drawn)	-0.5	23.0	i	-4.2	i	i	2.3	i	i	i	0.3
SMILES	KLF5 inh	aSyn 5UTR inh	TRPC6 inh	IEC-6 tox	TRPC4 potent	TRPC4 inh	SKKanGAS inh	TRPC6 act	MrgX1 antag	TRPC4 act	HIF act
COc1ccc(/C=C/C(=O)NC(=S)NNC(=O)c2cc(OC)c(OC)c(OC)c2)cc1OC	-3.7	33.1	i	-1.4	i	i	88.9*	i	i	i	0.8
CC1(OC(=O)c2cccs2)C(=O)C=C2C=C(c3ccsc3)OC=C2C1=O (stereo not drawn)	·	-22.3	i	·	i	i	10.3	i	i	i	0.8
CC1CCC2(CC1)NC(=O)N(CC(=O)c1ccc[nH]1)C2=O (stereo not drawn)	5.6	20.6	i	0.3	i	i	-1.0	i	i	i	-0.2
COC(=O)c1ccc(N=NNc2ccc(C(=O)OC)cc2)cc1	-96.3	-86.4	i	4.5	i	i	3.1	i	i	i	3.4
CC1(C)C(=O)CC[C@]2(C)C3C(=O)C=C4[C@H]5C[C@@](C)(C(=O)O)CC[C@]5(C)CC[C@]4(C)[C@]3(C)CC[C@@H]12 (stereo partly drawn)	·	-1.6	i	·	i	i	30.6	i	i	i	-6.8
COC(=O)c1ccc(CSc2nc3sc(C)c(C)c3c(=O)[nH]2)cc1	-7.6	2.4	i	-10.0	i	i	-16.2	i	i	i	-0.3
COc1ccc(C(CCN2CCN(c3ccccc3)CC2)c2c(O)cc(OC)cc2OC)cc1 (stereo not drawn)	·	6.3	i	·	i	i	-2.0	i	i	i	-0.4
CCN(C(=O)COC(=O)CCC(=O)c1cccs1)c1c(N)n(Cc2ccccc2)c(=O)[nH]c1=O	·	5.5	i	·	i	i	13.5	i	i	i	0.3
Cc1cc2oc(=O)cc(CN3CCN(C/C=C/c4ccccc4)CC3)c2cc1O	-13.5	8.4	i	-1.2	i	i	7.0	i	i	i	-0.2
NC(=S)N/N=C/c1coc2ccc(F)cc2c1=O	-16.9	-6.9	i	0.0	i	i	-19.2	i	i	i	0.5

Screening data as filed in PubChem.
